# AP ELISA ortho – alternative complement pathway inhibitors, primary screen, biochemical, ELISA, human serum, orthogonally pooled compounds. AID 1235, 2008. 62,000 tested, 0.08% active. inhibition, % at 5 µM. LPS-coated ELISA, C3 deposition; tested in compound mixtures;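 active means inhibition above 30% in each of the two pooled mixtures holding the compound, so the lower value exceeds 30%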;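 further: 0% = serum in Mg-EGTA without compound and 100% = EDTA serum blank; some compounds past the cut are filed as inactive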
#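 Medium: diluted human serum in Mg2+-EGTA GVB++. Assay system: human serum complement alternative pathway, C3 deposition onto LPS. Also added: Plate-bound LPS. Technique: Anti-C3 ELISA, OD 450 nm. Measure: percent inhibition. Incubation: 1 h at 37 °C. Dosing: 5 µM each compound, pools of ten, 50 µM per pool.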
# Cdc25B inh – inhibitors of Cdc25B phosphatase catalytic domain, primary screen, biochemical, OMFP fluorescence; 65,000 tested, 0.1% active; inhibition, %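 (compounds tested at 10 µM final in the well)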; recombinant Cdc25B, OMFP fluorescence Ex485/Em525; in the data active means inhibition above about 50%
# E coli RNAP – E. coli RNAP inhibitors, biochemical | DNA-directed RNA polymerase subunit beta (Escherichia coli (strain K12)), P0A8V2 | E. coli RNA polymerase, fluorescence transcription assay | inhibition, %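 (tested at 10 µM)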 | 62,000 tested, 0.2% active | AID 559, 2006; in the data active means inhibition above about 20%;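 further: 0% = enzyme without compound and 100% = no enzyme blank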
# Hsp90 block – tumor Hsp90 inhibitors, primary screen, cell lysate, fluorescence polarization, NCI-N417 lysate. Cy3B-geldanamycin FP displacement. 64,000 tested, 0.35% active. inhibition, % at 30 µM. AID 429, 2006;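 active means inhibition above 50%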;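 further: 0% = tracer plus lysate wells and 100% = tracer alone without lysate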
# CatB mixtures – cathepsin B inhibitors from pooled compounds, primary screen, biochemical, compound mixtures, AMC fluorescence. P07858. Purified cathepsin B, AMC dipeptide fluorescence. inhibition, %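 (ten-compound pools at 5 µM per compound and 50 µM total)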. 62,000 tested, 0.06% active. AID 488, 2006; in the data active means inhibition above about 22%, passing the limit was not always enough; inconclusive means no clear call, values can overlap the other calls;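 further: 0% = enzyme without compound and 100% = no enzyme blank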
# Ecoli tolC – growth inhibitors of E. coli tolC mutant, primary screen, strain BW25113 ΔtolC::kan, 384-well | OD615 | growth inhibition, % at 10 µM (by protocol) | 65,000 tested, 2.2% active;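 active means growth inhibition at or above a cutoff equal to the mean over every tested compound plus 3 SD, cut at about 60% in these data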;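 further: growth measured after 20 h incubation at 37 °C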
#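 Assay system: tolC-deleted E. coli BW25113. Medium: kanamycin-containing LB broth (50 µg/mL). Dosing: 10 µM final, single dose. Timing: bacterial growth with compound for 20 h at 37 °C. Detection: A615 absorbance measurement. Read-out basis: growth inhibition in percent.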
# CatB inh – human cathepsin B inhibitors, primary screen, biochemical, fluorogenic substrate | P07858 | purified cathepsin B, fluorescence | 63,000 tested, 0.1% active | inhibition, %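 (tested at 10 µM)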; in the data active means inhibition above about 21%;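 further: 0% = enzyme with no compound and 100% = no enzyme blank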
# MKP-1 inh – MKP-1 phosphatase inhibitors, primary screen, biochemical, in vitro; Dual specificity protein phosphatase 1 (Homo sapiens), P28562; recombinant MKP-1, OMFP hydrolysis fluorescence; inhibition, %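 (compounds tested at a single concentration somewhere between 10 and 100 µM)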; 65,000 tested, 0.15% active; AID 374, 2006;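 active means inhibition above about 50%, limit read from the data; inconclusive means inhibition over screen mean plus 3 SD, below that limit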;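 further: 0% = DMSO max control wells and 100% = wells with enzyme stopped by NaOH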
# D1 mod – D1 CRE-luciferase signal change, two-sided – cell-based, HEK293 D1, dopamine EC30, D1 allosteric modulator project, primary screen; D(1A) dopamine receptor (Homo sapiens), P21728; dopamine EC30 potentiation; actives deviate in either direction; B-score at 10 µM; 58,000 tested, 5.9% active; AID 641, 2007;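 active means luminescence count or its row- and column-corrected plate score outside the 99.7% band of the plate's sample wells, on either side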
# The depositor's hits bear a star; ? = inconclusive; · = no result given; & = joins results of further samples.
# Every second line gives: D1 mod	MKP-1 inh	Ecoli tolC	AP ELISA ortho	CatB mixtures	E coli RNAP	CatB inh	Hsp90 block	Cdc25B inh
1) OC(COc1ccc2ccccc2c1Br)Cn1ccnc1 (stereo not drawn)
  -1.1	7	99*	16	1	0	2	-3	-16
2) Cc1cc2cc(CNC(=O)c3ccc(Br)o3)ccc2[nH]1
  -1.8	18	12	22	7	4	-4	-2	0
3) C=CCNc1oc(Cc2cccc3ccccc23)nc1C#N
  -0.81	-8	39	10	5	11	3	-7	-4
4) COc1ccc(NC(=O)c2cnc3ccccn3c2=O)c(OC)c1
  ·	6	-1	23	6	3	4	1	-3
5) COc1nc(NCC(C)C)nc(Oc2ccc(=O)n(-c3ccccc3)n2)n1
  ·	18	2	24	4	-1	-4	-1	3
6) Cn1c(C(C#N)C2=C(Cl)C(=O)N(c3ccccc3)C2=O)nc2ccccc21 (stereo not drawn)
  -0.89	?	-2	-2	3	9	1	-4	-4
7) Cc1nn(CC(=O)Nc2ccc(C(=O)N3CCCC3)cc2)c(=O)c2ccccc12
  0.82	-13	-10	5	1	6	2	-3	-8
8) Brc1ccc(Oc2nnnn2-c2ccccc2)cc1
  1.3	-15	34	10	2	5	1	0	-13
9) CC1(C)OC(=O)C(=CNC(CCC(N)=O)C(=O)O)C(=O)O1 (stereo not drawn)
  0.043	-2	-9	-3	4	-13	1	0	-8
10) CCOC(=O)Cc1csc(NC(=O)CSc2nnc(-n3nc(C)cc3C)c3ccccc23)n1
  -0.3	-2	-1	7	7	10	1	-1	-9
11) Cc1cccn2cc(CNc3ccccc3)nc12
  ·	-9	-7	0	-1	8	3	0	-13
12) COc1ccccc1-c1noc(-c2ccccc2C(=O)N2CCOCC2)n1
  -0.19	-29	-6	4	3	8	2	-2	-1
13) Cc1cc2nnc(SC3CCOC3=O)n2c2ccccc12 (stereo not drawn)
  -0.38	8	-7	·	·	·	·	-3	-19
14) Nc1nc(-c2cccnc2)nn1C(=O)c1ccco1
  1.3	1	-11	3	-2	5	-3	-1	4
15) COC(=O)c1ccc(N2C(=O)CC(N3CCN(C(=O)c4ccco4)CC3)C2=O)cc1 (stereo not drawn)
  -0.37	-12	7	-9	-13	9	1	-3	1
16) CCCCn1c(N(CCOC(C)=O)C(C)=O)nc2ccccc21
  -1	8	-10	14	1	-1	-3	-10	-5
17) COc1ccc2[nH]c(=O)c(CN(Cc3cccnc3)C(=O)Nc3ccccc3)cc2c1
  ·	5	-1	-3	-1	11	5	-5	3
18) CN(C)C(=O)Nc1ccc(F)cc1F
  -0.47	-15	-16	11	4	·	-2	4	-10
19) COc1ccc(OC)c(NC(=O)CCn2cccc2)c1
  1.4	7	-6	19	3	3	-1	3	1
20) O=C(Cn1cnnn1)OCC(=O)c1ccc(Cl)s1
  0.017	15	-11	9	2	9	6	-12	3
21) O=C(NCc1ccccc1)N(Cc1cc2cc3c(cc2[nH]c1=O)OCCO3)CC1CCCO1 (stereo not drawn)
  0.3	4	25	12	-6	-7	-5	-1	2
22) OCC1N=C(c2ccccn2)OC1c1ccccc1 (stereo not drawn)
  ·	0	-10	-7	-4	4	-2	-1	-1
23) CCOc1ccc(NC(=O)Nc2ccc3c(c2)N(C)C(=O)CS3)cc1
  -0.92	8	4	29	10	5	-2	-3	-7
24) CCc1noc(C)c1C(=O)Nc1sc(C(=O)N(C)C)c(C)c1C(=O)OC
  0.72	9	17	-4	0	3	2	-18	-4
25) C/C=C/c1ccc(OCCN2C(=O)NC(C)(C)C2=O)c(OC)c1
  0.0016	25	-2	-14	0	-5	2	-1	-17
26) Brc1cccc(-c2nnc(SCc3ccon3)n2-c2ccccc2)c1
  3.1	9	19	7	-3	-3	0	-3	-7
27) C[C@H](NC(=O)OC(C)(C)C)c1nnc(SCC(=O)c2ccc(Cl)cc2)o1
  -0.28	-19	25	0	-7	3	-1	-1	-4
28) Cn1c(Cn2c(=O)sc3ccccc32)nnc1SCc1cccnc1
  0.78	-9	-14	5	-4	6	1	-3	-12
29) Cc1nc2ccc(S(=O)(=O)NCC(=O)N3CCCC(C)C3)cc2s1 (stereo not drawn)
  0.43	2	-2	0	-5	-4	-1	3	-6
30) O=C(Nc1nnc(-c2cccs2)o1)c1cccc(F)c1
  0.89	-2	100*	-3	3	3	7	2	-12
31) CCN(CC)c1ccc(NC(=O)c2ccc(Br)o2)cc1
  -3.5	2	-3	11	4	7	5	-1	-14
32) Cc1sc(NC(=O)CSc2nnc(-c3ccc(F)cc3)o2)c(C#N)c1C
  -0.91	-7	7	·	·	·	·	-5	6
33) CCOC(=O)N1CCC(N2C(=O)c3ccc(C(=O)NCc4ccc(F)cc4)cc3C2=O)CC1
  -0.099	15	1	12	2	0	2	1	5
34) Cc1ccc(-n2c(N)c(C(=O)N3CCCCC3)sc2=S)cc1
  0.33	-2	29	3	4	7	2	4	-11
35) COc1cc2c(C(=O)NCc3ccccn3)cn(C)c(=O)c2cc1OC
  0.14	4	-12	13	1	5	1	·	-4
36) CCN(Cc1cc2cc(C)ccc2[nH]c1=O)C(=O)c1cccc(OC)c1
  ·	-4	13	13	8	8	4	-2	-3
37) Cc1nnc(NC(=O)C2CCN(c3nnnn3-c3ccccc3)CC2)s1
  -0.66	-6	-11	10	3	2	-4	1	-8
38) CCCCN1C(=O)C(O)(CC(=O)c2c(C)n[nH]c2C)c2cc(Br)ccc21 (stereo not drawn)
  0.78	30	16	3	3	10	3	-1	3
39) CC(=O)c1cnc(Nc2nc(C)c3cc(C)ccc3n2)nc1C
  -0.058	11	-6	9	-12	7	2	-1	0
40) COc1cc(NC(=O)C2COc3ccccc3O2)c(OC)cc1Cl (stereo not drawn)
  -0.014	0	34	6	-2	-7	-2	3	-10
41) CC(C)c1nc(SCC(=O)NCc2ccc3c(c2)OCO3)c2c(=O)n(C)c(=O)n(C)c2n1
  -0.73	13	-2	0	-1	3	2	2	-8
42) Cc1csc(NC(=O)CCS(=O)(=O)c2ccc(Br)cc2)n1
  -1.2	-5	-3	-18	7	1	8	-3	-4
43) Cc1ccc(-c2nnn(CC(=O)N(Cc3cccs3)C(C(=O)NC(C)(C)C)c3ccc(C)o3)n2)o1 (stereo not drawn)
  0.35	-3	-28	11	7	5	-3	-1	-10
44) Cc1cc2nc(C)n3c4ccccc4nc3n2n1
  0.58	3	11	22	8	-10	4	-1	11
45) OC(Cn1ccnc1)c1ccc(Cl)cc1Cl (stereo not drawn)
  -0.031	6	-19	7	2	11	3	·	-11
46) O=C(O)C1CCCCC1C(=O)NCc1cn2ccccc2n1 (stereo not drawn)
  0.2	3	-21	9	1	1	1	-2	-13
47) CON(C)c1nc(OCCNC(=O)OCc2ccc(Cl)cc2Cl)nc(N(C)C)n1
  0.016	5	20	-5	0	5	0	1	-20
48) Cc1cc(Nc2ccc(N3CCC(C)CC3)cc2)n2ncnc2n1
  0.014	9	11	-15	4	-11	3	-4	-14
49) Cc1ccc(-n2c(Cc3cccn3C)nnc2SCC(=O)N2CCc3ccccc32)cc1
  1.4	26	32	12	6	1	-6	-3	-37
50) CCOc1ccc(N(CC(=O)Nc2nccs2)S(=O)(=O)c2c(C)noc2C)cc1
  0.21	-13	-9	3	-3	2	3	-1	-1
51) O=C(Nc1ccc(F)cc1F)N1CCN(c2ncccn2)CC1
  -0.92	5	-6	15	2	6	1	-3	-14
52) O=C(CCN1C(=O)c2ccccc2C1=O)OCN1C(=O)c2ccccc2C1=O
  0.33	-17	5	-9	-1	2	-3	-2	16
53) C=CCSc1nnc(C)n1-c1ccc(Cl)cc1
  -0.23	-5	-6	10	4	8	2	-5	-8
54) CCN(CCCNC(=O)COc1cc(=O)n(CC)c2ccccc12)Cc1ccccc1
  -1.9	6	16	10	-2	9	-3	-2	-12
55) CCOc1ccccc1NC(=O)C1CCC(CNc2c(N3CCOCC3)c(=O)c2=O)CC1 (stereo not drawn)
  -0.27	2	-19	12	4	7	0	0	4
56) O=C(NC1CCCCC1)N1CCc2[nH]c3ccccc3c2C1
  1	21	3	-4	6	6	7	-5	3
57) Cc1ccc(C)c(NC(=O)CS(=O)(=O)c2c[nH]c3ccccc23)c1
  -0.31	-3	14	20	7	4	2	·	-14
58) COc1cccc(CN2C(=O)CCC2(C)C(=O)NC2CCCCC2)c1 (stereo not drawn)
  0.4	7	-6	17	1	3	4	-4	-9
59) COc1ccc(-n2nc(C(=O)NCC(=O)NCC3CCCO3)c3ccccc3c2=O)cc1 (stereo not drawn)
  0.044	7	-7	11	6	6	2	-1	-2
60) COc1ccc(-c2nc(CSCC(=O)NCc3ccc4c(c3)OCO4)c(C)o2)cc1OC
  -0.6	13	9	3	11	16	10	0	-8

# Continuation.
# Every second line gives: D1 mod	MKP-1 inh	Ecoli tolC	AP ELISA ortho	CatB mixtures	E coli RNAP	CatB inh	Hsp90 block	Cdc25B inh
61) CCC1CCCCN1C(=O)CSc1nc2c(cnn2-c2ccc(C)cc2)c(=O)[nH]1 (stereo not drawn)
  0.76	8	-7	1	-3	4	-3	-3	-6
62) COc1ccc(CNC(=O)C(C#N)c2nc3ccccc3nc2N2CCCC2)cc1 (stereo not drawn)
  1.2	-3	-8	17	8	2	4	3	1
63) COC(=O)c1ccc(NS(=O)(=O)c2ccc3c(c2)oc(=O)n3C)cc1
  ·	0	5	29	-4	-7	-4	0	-2
64) Cc1cc(C)cc(NC(=O)CCNS(=O)(=O)c2ccc3c(c2)oc(=O)n3C)c1
  -0.097	-4	-4	12	-1	-4	-1	0	-4
65) CCNC(=O)N(C)c1nncnc1C(=O)NC
  0.67	-9	8	0	-3	6	-2	-6	22
66) CC(C)(C)NC(=O)C(c1ccncc1)N(C(=O)c1csnn1)C1CC1 (stereo not drawn)
  -0.23	-16	-19	12	-3	5	1	-5	-10
67) COc1cc2nc(N3CCN(C(=O)C4CCCO4)CC3)nc(N)c2cc1OC (stereo not drawn)
  -1.6&-2.6	-7&3	1&9	-18&6	3&-4	-6&-11	1	0&-1&-3	7&-15
68) CCC(=O)N(CCc1ccccc1C)Cc1cc2cc3c(cc2[nH]c1=O)OCO3
  0.0032	18	-7	3	1	·	9	-2	4
69) Cc1ccc(C2CC(=O)N3CN(c4ccc(Br)cc4)CSC3=C2C#N)o1 (stereo not drawn)
  -0.24	1	-17	20	4	5	-2	-7	-1
70) Cc1ccccc1NC(=O)C1CC(Cl)=CCC1C(=O)O (stereo not drawn)
  -0.39	11	3	18	5	-1	0	-2	-4

# An excerpt of these results, as tab-separated lines:
cpd	canonical_smiles	D1 mod	MKP-1 inh	Ecoli tolC	AP ELISA ortho	CatB mixtures	E coli RNAP	CatB inh	Hsp90 block	Cdc25B inh
44	Cc1cc2nc(C)n3c4ccccc4nc3n2n1	0.58	3	11	22	8	-10	4	-1	11
68	CCC(=O)N(CCc1ccccc1C)Cc1cc2cc3c(cc2[nH]c1=O)OCO3	0.0032	18	-7	3	1	·	9	-2	4
50	CCOc1ccc(N(CC(=O)Nc2nccs2)S(=O)(=O)c2c(C)noc2C)cc1	0.21	-13	-9	3	-3	2	3	-1	-1
9	CC1(C)OC(=O)C(=CNC(CCC(N)=O)C(=O)O)C(=O)O1 (stereo not drawn)	0.043	-2	-9	-3	4	-13	1	0	-8

# Compound activity as filed in PubChem.
